# AGP1-GFP MLPCN: yeast TOR pathway AGP1-GFP modulation. 0.02% of 320,000 active. S. cerevisiae AGP1-GFP multiplex flow cytometry, 3 h; GFP as percent of DMSO wells. GFP response vs DMSO, % at 10 µM. AID 2066;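 active = GFP response relative to DMSO above a set limit, near screen average plus 3 SD, cut at about 150% in these data; inconclusive = fewer than 70 cells counted for the yeast strain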;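 also: median GFP channel fluorescence of the gated AGP1 strain per well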
# AHR act: activates the human aryl hydrocarbon receptor; AHR-responsive luciferase reporter cells, luminescence; activation, % at 5 µM; P35869; 2.5% of 320,000 active; in the data active = activation above about 47%;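 also: 0% = vehicle wells and 100% = reference agonist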
# Target sequence (P35869 whole entry, looked up): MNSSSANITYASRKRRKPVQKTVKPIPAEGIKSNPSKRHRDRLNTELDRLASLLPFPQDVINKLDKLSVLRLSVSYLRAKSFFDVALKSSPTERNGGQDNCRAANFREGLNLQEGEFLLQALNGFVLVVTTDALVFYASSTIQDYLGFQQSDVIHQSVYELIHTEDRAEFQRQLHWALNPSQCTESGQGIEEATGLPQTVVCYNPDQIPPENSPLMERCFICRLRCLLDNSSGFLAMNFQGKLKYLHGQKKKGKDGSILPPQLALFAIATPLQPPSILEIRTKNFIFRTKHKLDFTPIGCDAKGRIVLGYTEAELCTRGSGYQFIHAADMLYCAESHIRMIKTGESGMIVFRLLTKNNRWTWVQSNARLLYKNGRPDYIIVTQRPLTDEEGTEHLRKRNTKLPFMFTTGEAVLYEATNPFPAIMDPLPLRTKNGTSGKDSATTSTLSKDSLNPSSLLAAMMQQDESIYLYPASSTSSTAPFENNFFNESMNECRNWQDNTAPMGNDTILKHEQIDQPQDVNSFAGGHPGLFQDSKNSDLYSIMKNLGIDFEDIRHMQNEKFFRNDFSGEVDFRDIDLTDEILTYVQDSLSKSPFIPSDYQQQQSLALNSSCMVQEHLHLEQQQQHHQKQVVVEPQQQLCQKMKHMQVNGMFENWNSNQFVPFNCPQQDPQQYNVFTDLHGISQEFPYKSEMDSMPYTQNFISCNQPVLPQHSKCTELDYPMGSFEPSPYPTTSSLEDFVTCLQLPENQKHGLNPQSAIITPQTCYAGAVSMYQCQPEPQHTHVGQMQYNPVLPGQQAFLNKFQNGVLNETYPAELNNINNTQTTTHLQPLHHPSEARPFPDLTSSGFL
# RPL19A TOR yeast: modulators of TOR pathway RPL19A-GFP in S. cerevisiae | percent response vs DMSO, % at 10 µM | 0.3% of 330,000 active | S. cerevisiae RPL19A-GFP strain, flow cytometry, 3 h; active compounds read low | AID 2025;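 active = percent response vs DMSO below 50%; inconclusive = fewer than 70 events counted for the yeast strain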;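 also: median channel GFP fluorescence of the barcoded RPL19A-GFP strain; ratio of sample median GFP to plate DMSO average so 100% = DMSO; lower means less RPL19A-GFP as with rapamycin TOR inhibition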
# CIT2-GFP yeast: alters CIT2-GFP fluorescence in TOR pathway yeast screen. S. cerevisiae CIT2-GFP strain, flow cytometry, 3 h; 100 means same as DMSO wells. GFP response vs DMSO, % at 10 µM. 0.065% of 320,000 active;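 active = GFP response relative to DMSO above a set limit, near the screen mean plus 3 SD, cut at about 150% in these data; inconclusive = Fewer than 70 cells measured for a yeast strain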;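 also: ratio of well median GFP fluorescence to mean of DMSO wells on the plate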
# procasp7 counter: activates human procaspase-7, counter-screen for procaspase-3 activators; P55210; recombinant procaspase-7, Ac-DEVD-pNA absorbance 405 nm; D23A/D198A/D206A triple mutant, cannot self-cleave; scale: DMSO 0, 5 µM enzyme 100; activation, % at 8.5 µM; 0.093% of 330,000 active;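 active = percent activation above the screen-wide mean plus 3 SD, cut at about 25% in these data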
#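 System: Procaspase-7 triple mutant (PC-7 D3A); measure: % activation from two-timepoint absorbance difference, scaled to controls; times: 1 h compound preincubation, 2 h substrate cleavage, 25 °C; also added: Ac-DEVD-pNA substrate, 400 µM as added; measured by: Epi-absorbance of released pNA at 405 nm, two timepoints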
# MEP2-GFP yeast: yeast TOR pathway MEP2-GFP modulation. S. cerevisiae MEP2-GFP strain, flow cytometry GFP, 3 h; 100% = DMSO control level. GFP response vs DMSO, % at 10 µM. 0.51% of 330,000 active;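 active = GFP response versus DMSO above a set limit, roughly screen mean plus 3 SD, cut at about 180% in these data; inconclusive = fewer than 70 cells counted for a yeast strain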;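 also: median GFP fluorescence of the barcode-gated MEP2-GFP cells per well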
# proCasp3 act: procaspase-3 (human) activation; AID 463141; 0.11% of 330,000 active; recombinant procaspase-3 D3A, Ac-DEVD-pNA absorbance 405 nm; activation, % at 8.5 µM;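 active = activation above the mean of all tested compounds plus 3 SD, cut at about 21% in these data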;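 also: 0% = DMSO alone and 100% = DMSO wells spiked with extra 5 µM PC-3 D3A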
# Target sequence (P42574 whole entry D9A/D28A/D175A): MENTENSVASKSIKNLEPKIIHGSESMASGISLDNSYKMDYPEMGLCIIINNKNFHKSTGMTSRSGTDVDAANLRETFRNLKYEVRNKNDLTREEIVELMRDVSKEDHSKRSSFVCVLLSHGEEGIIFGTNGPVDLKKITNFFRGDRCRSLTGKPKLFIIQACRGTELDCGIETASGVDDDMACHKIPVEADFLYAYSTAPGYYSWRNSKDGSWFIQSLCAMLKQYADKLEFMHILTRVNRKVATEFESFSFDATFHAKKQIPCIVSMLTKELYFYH
#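 Assay system: Autoprocessing-dead procaspase-3 D3A mutant enzyme; also added: Ac-DEVD-pNA; doses: one concentration, 8.5 µM nominal, 0.8% DMSO; times: 1 h compound preincubation, 2 h substrate hydrolysis at 25 °C; technique: 405 nm absorbance of p-nitroaniline, reads at 0 and 120 min; measure: % activation between DMSO and enzyme-spiked controls; repeats: single replicate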
# LAP4-GFP MLPCN: yeast TOR pathway LAP4-GFP modulation; S. cerevisiae LAP4-GFP multiplex, flow cytometry GFP, 3 h; median GFP as percent of DMSO wells; GFP response vs DMSO, % at 10 µM; 0.34% of 320,000 active;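 active = GFP response vs DMSO above a set limit, about the screen mean plus 3 SD, cut at about 150% in these data; inconclusive = under 70 cell events counted for the yeast strain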
# Numbers without * were called inactive; ? = inconclusive; · = no result given; [ ] = another dose, or the depositor's remark.
no.	smiles	AGP1-GFP MLPCN	AHR act	RPL19A TOR yeast	CIT2-GFP yeast	procasp7 counter	MEP2-GFP yeast	proCasp3 act	LAP4-GFP MLPCN
1	COc1ccc(S(=O)(=O)N2CCCCC2)cc1NC(=O)CNc1ccccc1N1CCCC1=O	98	0	100	105	2	101	8	97
2	O=C(O)C1=NOC(CNc2ncc(C(F)(F)F)cc2Cl)C1 (stereo unspecified)	102	-1	106	103	0	108	-2	95
3	Fc1cc(F)c(C2SCCN2C(=S)Nc2cccc(C(F)(F)F)c2)c(F)c1 (stereo unspecified)	116	2	95	107	-2	91	-11	99
4	COc1ccc(OCCC(=O)N2CCN(C)CC2)cc1	94	-2	95	102	1	95	-1	91
5	COc1ccccc1NC(=O)c1ccc2c(c1)CCN2S(C)(=O)=O	94	4	98	96	3	106	5	85
6	O=C1CC(N2CCN(Cc3ccc4c(c3)OCO4)CC2)C(=O)N1CCc1ccccc1 (stereo unspecified)	104	7	100	93	1	103	-10	102
7	CC(=O)CCc1ccc(Oc2nc(-c3cccnc3)nc3ccccc23)cc1	88	4	92	81	1	102	7	114
8	COc1ccc(C(=O)COC(=O)COc2cccc3c2OC(C)(C)C3)c(OC)c1	95	-2	94	96	-2	101	4	103
9	CC12CC3(C)CC(C)(C1)CC(C(=O)NC(=S)NC(C)(C)C)(C2)C3	87[may fluoresce red]	2	?	104[may fluoresce red]	1	98[may fluoresce red]	-2	?
10	CCSc1nc2ccccc2n1CC(N)=O	103	2	107	105	2	102	4	95
11	O=C1CC(c2ccccc2)Cc2nc3ncnn3cc21 (stereo unspecified)	103	0	103	109	3	107	2	98
12	FC(F)Oc1ccccc1NC(=S)NCc1ccco1	104	3	100	103	-18	98	-4	104
13	CS(=O)(=O)Nc1ccccc1C(=O)Nc1cccc(Cl)c1	99	1	97	101	4	94	-2	91
14	COC(=O)c1nnn(CC(=O)Nc2ccc(C)c(F)c2)c1C(=O)OC	107	-2	101	98	6	96	-2	94
15	CCn1c(=O)c(C(=O)Nn2c(C)nc3ccccc3c2=O)c(O)c2ccccc21	75	1	52	122	3	101	0	96
16	Cn1ncc(Cl)c1C(=O)N1CCN(S(=O)(=O)c2ccc(F)cc2)CC1	99	2	87	84	7	97	1	95
17	CN(CCCCN1CCOCC1)Cc1nc(-c2ccc3c(c2)OCO3)no1	98	3	95	96	8	100	-1	99
18	COc1ccccc1N(CC(=O)NC(C)(C)C)C(=O)CCC(=O)Nc1nccs1	96	-1	105	107	2	113	8	107
19	CC(=O)Nc1ccc(NC(=O)c2nc(-c3ccccc3)oc2C)cc1	89	5	96	89	-8	96	-7	102
20	COc1ccc(-c2nc(C#N)c(NCCN(C)C)o2)cc1	102	14	97	93	5	104	1	100

# Ordered by the number under proCasp3 act (descending): 3 from the list above
item	molecule	AGP1-GFP MLPCN	AHR act	RPL19A TOR yeast	CIT2-GFP yeast	MEP2-GFP yeast	proCasp3 act	LAP4-GFP MLPCN
5	COc1ccccc1NC(=O)c1ccc2c(c1)CCN2S(C)(=O)=O	94	4	98	96	106	5	85
15	CCn1c(=O)c(C(=O)Nn2c(C)nc3ccccc3c2=O)c(O)c2ccccc21	75	1	52	122	101	0	96
9	CC12CC3(C)CC(C)(C1)CC(C(=O)NC(=S)NC(C)(C)C)(C2)C3	87[may fluoresce red]	2	?	104[may fluoresce red]	98[may fluoresce red]	-2	?

# Continued:
no.	smiles	AGP1-GFP MLPCN	AHR act	RPL19A TOR yeast	CIT2-GFP yeast	procasp7 counter	MEP2-GFP yeast	proCasp3 act	LAP4-GFP MLPCN
21	CN(CC(=O)NCCc1ccc(F)cc1)Cc1ccccc1	101	0	105	106	3	102	2	92
22	C=CCSc1nc(C)c(CCCC)c(=O)[nH]1	102	1	107	97	-4	104	-8	104
23	C/C(CC(C)(C)C1CCCCC1)=N\NC(N)=S	111	-3	87	100	7	92	1	136
24	COC(=O)CCC(=O)Nc1cccc(Cl)c1	99	0	102	100	14	91	11	98
25	COc1ccc(CC(=O)NC2CCCc3ccccc32)cc1 (stereo unspecified)	111	-3	103	112	1	103	-11	107
26	CCC1=C(OC(=O)N(CC)CC)N2C(=O)OC(=NCC(=O)OC)[C@]2(C)[C@H]2C1=CC[C@H]1C(=O)NC(=O)[C@H]12	90	-1	96	87	2	92	9	130
27	Cc1nc(NC(=O)CC(C)C)sc1-c1csc(Nc2ccc(Cl)cc2Cl)n1	82	61*	97	72	-5	97	-1	131
28	CC1CC(C)CN(CC(=O)NC(c2ccccc2)c2ccccc2)C1 (stereo unspecified)	106	2	106	78	3	111	2	96
29	CN(c1ccccc1)S(=O)(=O)c1cccc(C(=O)NNC(=O)c2ccncc2)c1	102	2	97	104	6	100	-1	97
30	COC(=O)c1sccc1NC(=O)c1ccccc1C(=O)O	103	0	102	85	4	99	-5	103
31	NC(=O)[C@@H]1CCCNc2c(F)cc([N+](=O)[O-])cc2C(=O)N[C@@H](CCC(=O)O)C(=O)N[C@@H](CO)C(=O)N1	75	1	92	64	-11	90	0	118
32	Cc1nc2c(-c3ccc(F)cc3)c(C)nn2c(C)c1CCC(=O)N1CCC(Cc2ccccc2)CC1	98	1	100	100	6	99	4	108
33	CCOc1ccc(C(=O)NNC(=O)c2cc(C)oc2C)cc1	114	37	107	109	-1	101	-3	104
34	CC(Sc1nnc2ccccn12)C(N)=O (stereo unspecified)	104	-1	103	94	7	99	-5	103
35	CCOc1ccc(OCC)c(NC(=O)CCNS(=O)(=O)c2cc(Br)cnc2N)c1	98	19	99	103	4	102	-8	91
36	Cc1c(C)n(CCc2ccccc2)c2ncnc(NN)c12	93	19	102	96	-13	108	-4	95
37	CC(C)SCc1nc2ccccc2[nH]1	97	15	95	103	2	109	3	98
38	CC(=O)c1ccc(S(=O)(=O)N2CCN(CC(=O)Nc3ccccc3C(=O)NC3CC3)CC2)cc1	102	0	99	103	12	98	2	102
39	Cc1cc(CNC(=O)c2cccc(OC3CCN(S(=O)(=O)N(C)C)CC3)c2)on1	97	7	103	104	12	99	4	95
40	O=C(/C=C/c1cccc(F)c1)NCCCn1ccnc1	102	10	97	109	2	107	13	95
41	COc1ccc(-c2nnc3sc(-c4ccco4)nn23)cc1OC	92	-5	101	103	-1	104	5	111
42	CC1CCN(C(=O)N[C@@H](Cc2ccccc2)C(=O)O)CC1	93	-1	94	97	3	98	-1	92
43	NS(=O)(=O)c1cccc(NC(=O)CC2(CC(=O)O)CCCC2)c1	101	2	99	94	9	100	-8	102
44	COc1ccc(S(=O)(=O)N2CCC(C(=O)Oc3c(OC)cccc3OC)CC2)cc1OC	91	1	96	91	2	93	1	89
45	COc1ccccc1NC(=O)c1sc2nc(N3CCOCC3)c3c(c2c1N)CCCC3	98	-6	106	107	13	101	8	86
46	CCN1CCN(CC(O)COCc2ccccc2)CC1 (stereo unspecified)	106	3	96	100	-1	105	3	108
47	CCN(CC)c1ccc2c(cc1=O)[C@@H](NC)CCc1cc(OC)c(OC)c(OC)c1-2	92	3	102	99	-2	113	1	94
48	NC(=O)C1CC(=O)N(c2ccc(OCc3c(Cl)cccc3Cl)cc2)C1 (stereo unspecified)	99	-8	102	95	1	108	1	94
49	Brc1ccc(C2=Nn3cnnc3SC2)cc1	101	0	104	98	-2	99	1	95
50	CC(=O)c1cccc(NC(=O)C(NC(C)C)c2ccccc2)c1 (stereo unspecified)	97	3	96	94	-2	92	1	107
51	CCNC(=O)C1Cc2cc(S(=O)(=O)N3CCCC3)ccc2N1C(C)=O (stereo unspecified)	101	2	97	106	0	87	5	88
52	COc1ccc(NC(=S)N2CCN(S(=O)(=O)c3ccc(F)cc3)CC2)cc1	97	·	114	92	·	108	·	70
53	CCN(CC)c1ccc(C=NCCNS(=O)(=O)c2ccc(C)cc2)cc1	104	2	103	95	-6	101	1	92
54	CCOC(=O)c1c(NC(=O)C2=C(C)NC(=S)NC2c2ccc(CC)cc2)sc(C)c1C (stereo unspecified)	97	2	105	107	-12	97	-158	96
55	COc1ccc(C(=O)Nc2c(N)nc(SCC(=O)NCC3CCCO3)[nH]c2=O)cc1OC (stereo unspecified)	90	2	105	97	3	99	2	89
56	Cc1cccc(C(=O)Nc2ccc(C(=O)Nc3ccc(O)cc3)cc2)c1	100	-7	102	95	5	96	10	93
57	CC(C)N1C2OC(C3OC4C(O3)N(C(C)C)S(=O)(=O)N4C(C)C)OC2N(C(C)C)S1(=O)=O (stereo unspecified)	98	0	104	98	5	103	2	105
58	CC(C)(C)c1ccc(OCCC(=O)NC2=NCCS2)cc1	97	0	101	108	-1	106	1	·
59	O=c1[nH]c2ccccc2cc1CN(CC1CCCO1)S(=O)(=O)c1ccccc1 (stereo unspecified)	110	1	90	112	5	113	-3	107
60	CC(C)CC1Nc2ncnc(N3CCN(c4ccccn4)CC3)c2N(Cc2ccc(Br)cc2)C1=O (stereo unspecified)	94	3	102	94	-2	100	-2	108
61	Cc1cc(C)n2nc(C(=O)Nc3ccc4c(c3)CCC4)nc2n1	91	8	92	87	10	93	-1	101
62	NC(=O)C1CCN(C(=S)NC2CC3C=CC2C3)CC1 (stereo unspecified)	108	-3	102	100	2	104	-7	114
63	CC(=O)c1nnn(-c2ccc([N+](=O)[O-])cc2)c1C	105	2	98	98	5	95	11	108
64	Cc1c(NS(=O)(=O)c2ccc(Br)s2)c(=O)n(-c2ccccc2)n1C	104	2	104	98	4	108	-9	108
65	O=S(=O)(NCc1ccccn1)c1cccc2nsnc12	104	-2	98	101	15	98	-2	101
66	CC(C)[C@H](NC(=O)c1ccc(F)cc1)C(=O)OCC(=O)NC(=O)c1cccn1C	?	2	?	101[may fluoresce red]	6	89[may fluoresce red]	8	?
67	O=C(Cn1cnc2c(nnn2Cc2ccc(F)cc2)c1=O)Nc1cccc(F)c1	118	-3	86	128	0	146	13	107
68	CC12CCC(C(=O)N(Cc3ccccc3)Cc3ccccc3)(OC1=O)C2(C)C (stereo unspecified)	101	0	102	101	3	113	-1	97
69	O=C(CN1C(=O)COc2ccccc21)N1CCCC1	103	-1	102	102	1	100	4	102
70	CC(=O)c1ccc(NC(=O)c2ccc([N+](=O)[O-])o2)cc1	105	·	110	110	·	102	·	99
71	CCOc1ccc(N(C)S(=O)(=O)c2ccc(-c3cc(C)no3)s2)cc1	104	6	101	103	-4	109	6	103
72	O=C(NN1CCOCC1)c1cccc(Cl)c1	94	3	111	90	-1	106	-6	74
73	O=C(O)c1ccc(NS(=O)(=O)c2ccc3c(c2)OCCCO3)cc1	95	2	96	103	-4	94	4	98
74	CCN(CC)CCn1nc(C)nc1-c1ccccc1O	100	1	99	105	8	103	4	100
75	N#Cc1ccc(-c2nc3ccccc3c(=O)n2O)cc1	91	3	103	80	1	93	-4	104
76	N=C1C(c2ccccc2)=C(O)CN1c1cccc2ccccc12	100	3	95	99	0	92	10	107
77	COC(=O)c1c(NC(=O)Cc2ccccc2)sc(C)c1C	101	4	98	101	3	99	-4	109
78	Cc1ccc(Cl)cc1NC(=S)N(CCN(C)C)C(C)c1ccccn1 (stereo unspecified)	108	1	98	108	-8	125	0	119
79	O=C(CSc1ncccn1)N/N=C/c1cccc([N+](=O)[O-])c1	95	4	98	97	-5	100	-4	90
